PERK inhibitor – human PERK inhibition, primary cell-based screen; Q9NZJ5; CHO PERK-DD fusion, SEAP luminescence translation reporter; inhibition, % at 5.6 µM; 0.17% of 220,000 active; AID 1416;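 active means inhibition above the mean inhibition of all tested compounds plus 3 SD, set separately per screening campaign, cut at about 2.9% in these data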;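 further: PERK kinase domain activated by AP20187 dimerizer at 100 nM; 0% = DMSO with dimerizer and 100% = rapamycin at 8.4 µM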
NPY2 pot ag – human NPY-Y2 potentiation or agonism, primary screen; cells expressing NPY-Y2, potentiator/agonist read-out; P49146; activation, % at 3.6 µM; 0.45% of 220,000 active; AID 1359; in the data active means activation above about 27%;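 further: cells stimulated with NPY near EC25 plus isoproterenol at EC100; 0% = vehicle plus submaximal agonist and 100% = vehicle plus saturating agonist; some results beyond the cut were filed as inactive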
Target sequence (P49146 whole entry, looked up): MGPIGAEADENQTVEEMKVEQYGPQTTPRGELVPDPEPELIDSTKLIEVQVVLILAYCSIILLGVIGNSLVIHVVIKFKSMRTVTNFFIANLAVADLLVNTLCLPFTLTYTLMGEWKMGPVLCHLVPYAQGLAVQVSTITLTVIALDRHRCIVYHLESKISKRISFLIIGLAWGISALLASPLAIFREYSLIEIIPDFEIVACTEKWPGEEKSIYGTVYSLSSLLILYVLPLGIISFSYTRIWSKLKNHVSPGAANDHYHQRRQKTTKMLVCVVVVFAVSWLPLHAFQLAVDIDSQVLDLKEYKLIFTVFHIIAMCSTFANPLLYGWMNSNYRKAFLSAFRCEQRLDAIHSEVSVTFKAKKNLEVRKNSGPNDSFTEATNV
S1P4 agonist – human S1P4 receptor agonism; activation, % at 4.98 µM; 0.35% of 220,000 active; S1P4-expressing cell line, agonist reporter assay; AID 1509; in the data active means activation above about 11%;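 further: 0% = DMSO vehicle and 100% = reference agonist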
S1P4 antag – antagonists of human S1P4 receptor. O95977. S1P4-expressing cells, antagonist mode, reporter read-out. inhibition, % at 4.98 µM. 0.26% of 220,000 active; in the data active means inhibition above about 29%;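 further: 0% = wells stimulated with agonist and 100% = vehicle wells without agonist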
Ba/F3 V617F tox – lowers viability of Ba/F3 cells expressing EpoR and JAK2V617F; inhibition, % at 5.6 µM; AID 1446; ATP luminescence; 1.1% of 220,000 active;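 active means inhibition above the campaign mean plus 3 SD over all tested compounds, cut at about 24% in these data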;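 further: cytokine-independent growth of Ba/F3 cells driven by EpoR plus mutant JAK2; 0% = DMSO-treated cells and 100% = JAK inhibitor I control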
Wee1 degr inh – inhibitors of human Wee1 degradation. P30291. reporter increase, % at 5 µM. HeLa Luc-Wee1K328M stability, luciferase luminescence; 100% = proteasome inhibitor MG132 effect. 1.2% of 220,000 active;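 active means activation above the mean of all tested compounds plus 3 SD, set per screening run, cut at about 8.8% in these data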;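 further: cells exposed to compound for 20 h before luminescence read; 0% = DMSO alone and 100% = MG132 at 30 µM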
eIF4E 4G PPI – blocks eIF4E binding to eIF4G. AID 782. TR-FRET eIF4E-eIF4GI(517-606) binding, 2 h. P63073+Q04637. inhibition, % at 21.7 µM. 0.37% of 220,000 active;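 active means inhibition above about 30%, limit read from the data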;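 further: 0% = full FRET control wells and 100% = background wells lacking eIF4GI fragment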
MDM2 E3 inh – inhibitors of human Mdm2 E3 ubiquitin ligase; Q00987; cell-based MDM2 ubiquitination luciferase reporter, 2 h; 0 = plate control, 100 = twice control, blank-subtracted; signal enhancement, % at 5 µM; 0.11% of 210,000 active; AID 1230;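 active means signal enhancement of 30% or more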;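 further: luminescence tracks abundance of the self-degrading MDM2-luciferase fusion protein; higher signal means inhibition of MDM2 E3 ligase activity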
Target sequence (Q00987 whole entry, looked up, the tested form may be a part): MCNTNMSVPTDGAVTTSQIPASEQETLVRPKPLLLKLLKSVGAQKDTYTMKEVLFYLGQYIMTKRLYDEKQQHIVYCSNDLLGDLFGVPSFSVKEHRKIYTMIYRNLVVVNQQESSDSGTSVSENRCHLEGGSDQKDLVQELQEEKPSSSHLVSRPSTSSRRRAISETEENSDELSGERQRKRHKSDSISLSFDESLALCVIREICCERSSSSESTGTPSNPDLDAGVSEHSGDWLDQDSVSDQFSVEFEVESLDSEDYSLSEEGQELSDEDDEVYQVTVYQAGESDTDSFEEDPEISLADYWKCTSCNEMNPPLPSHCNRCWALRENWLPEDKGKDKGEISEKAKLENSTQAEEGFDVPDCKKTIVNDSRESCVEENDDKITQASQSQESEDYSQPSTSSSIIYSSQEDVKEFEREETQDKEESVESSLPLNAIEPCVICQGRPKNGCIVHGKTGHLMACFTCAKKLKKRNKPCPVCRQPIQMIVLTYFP
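System: stable MDM2–luciferase fusion reporter cells / Input: 2000 cells seeded into each well / Schedule: 4 h settle plus 2 h compound, 37 °C / Compound: single-point 5 µM / Buffer or medium: cells held in DMEM / Benchmarks: control and blank well means / Evaluation: percent signal gain over controls, blank-subtracted / Measured by: luciferase luminescence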
BaF3 parental – counter-screen for JAK2V617F inhibitors: parental Ba/F3 viability inhibitors; CellTiter-Glo ATP luminescence; inhibition, % at 5.6 µM; 1.1% of 220,000 active;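 active means inhibition above a per-campaign cutoff, the mean inhibition of all tested compounds plus 3 SD, cut at about 27% in these data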;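 further: 0% = DMSO wells and 100% = JAK Inhibitor I control wells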
* marks the source's active call; other numbers are inactive results; [ ] = remark or other dose.

How did Cc1cc(C)c2nc(SCC(=O)N3CC(=O)Nc4ccccc43)c(C#N)cc2c1 do in these assays?
PERK inhibitor: -0.4; NPY2 pot ag: -12; S1P4 agonist: 1.3; S1P4 antag: 0; Ba/F3 V617F tox: 67*; Wee1 degr inh: 0; eIF4E 4G PPI: -32[fluorescence artefact?]; MDM2 E3 inh: -11; BaF3 parental: 4

How did Cc1cccc(C(C)C)c1NC(=O)COC(=O)c1cccc(S(=O)(=O)N2CCc3ccccc3C2)c1 do in these assays?
PERK inhibitor: 0.9; NPY2 pot ag: 15; S1P4 agonist: 0.4; S1P4 antag: -18; Ba/F3 V617F tox: 2; Wee1 degr inh: 1; eIF4E 4G PPI: 2; MDM2 E3 inh: -18; BaF3 parental: 4

What do the screens show for `COc1ccc(/C=C\c2nc(=O)c3ccccc3o2)cc1`?
PERK inhibitor: 0.4; NPY2 pot ag: 1; S1P4 agonist: 1.6; S1P4 antag: 11; Ba/F3 V617F tox: -1; Wee1 degr inh: 1; eIF4E 4G PPI: 7; MDM2 E3 inh: -13; BaF3 parental: 4

Results for COc1ccc(CC(=O)Nc2ccc(C(=O)NCC(C)C)cc2)cc1 ?
PERK inhibitor: 0.7; NPY2 pot ag: 12; S1P4 agonist: 1.2; S1P4 antag: -2; Ba/F3 V617F tox: -2; Wee1 degr inh: 1; eIF4E 4G PPI: -14; MDM2 E3 inh: -1; BaF3 parental: 4

How did CCc1noc(C)c1C(=O)Nc1nnc(C2CCCCC2)s1 do in these assays?
PERK inhibitor: 0.8; NPY2 pot ag: -8; S1P4 agonist: -0.5; S1P4 antag: 18; Ba/F3 V617F tox: 0; Wee1 degr inh: -2; eIF4E 4G PPI: 3; MDM2 E3 inh: -6; BaF3 parental: 7

What do the screens show for `CCC1C/C(=C/c2ccco2)C(=O)/C(=C/c2ccco2)C1` (centres undefined)?
PERK inhibitor: 1.1; NPY2 pot ag: 5; S1P4 agonist: 0.5; S1P4 antag: 6; Ba/F3 V617F tox: 30*; Wee1 degr inh: -3; eIF4E 4G PPI: 5; MDM2 E3 inh: 4; BaF3 parental: 2

How did COc1cc(C)ccc1OCCOCCOc1cccc2ccc(C)nc12 do in these assays?
PERK inhibitor: 0.3; NPY2 pot ag: -6; S1P4 agonist: 0.4; S1P4 antag: -5; Ba/F3 V617F tox: 0; Wee1 degr inh: 1; eIF4E 4G PPI: 4; MDM2 E3 inh: -9; BaF3 parental: 9

Results for COc1cccc(N(CC(=O)NC2CCCC2)C(=O)Cn2nnc(-c3ccc(C)cc3)n2)c1 ?
PERK inhibitor: -0.5; NPY2 pot ag: -9; S1P4 agonist: -0.9; S1P4 antag: -12; Ba/F3 V617F tox: -4; Wee1 degr inh: -3; eIF4E 4G PPI: -1; MDM2 E3 inh: -16; BaF3 parental: 1

Results for COc1ccnc(N2CCN(c3cccc(C(F)(F)F)c3)CC2)c1C#N ?
PERK inhibitor: 1.6; NPY2 pot ag: -2; S1P4 agonist: 0.3; S1P4 antag: -25; Ba/F3 V617F tox: -1; Wee1 degr inh: -2; eIF4E 4G PPI: 3; MDM2 E3 inh: -7; BaF3 parental: 0

What do the screens show for `CN(C1CCCCC1)S(=O)(=O)c1ccc(NC(=O)CCC(=O)O)cc1`?
PERK inhibitor: -0.3; NPY2 pot ag: 2; S1P4 agonist: -1.2; S1P4 antag: -1; Ba/F3 V617F tox: -3; Wee1 degr inh: 2; eIF4E 4G PPI: 1; MDM2 E3 inh: -8; BaF3 parental: 0

Reprinted at random: 3 compounds from above
What do the screens show for `CCC1C/C(=C/c2ccco2)C(=O)/C(=C/c2ccco2)C1` (centres undefined)?
PERK inhibitor: 1.1; NPY2 pot ag: 5; S1P4 agonist: 0.5; S1P4 antag: 6; Ba/F3 V617F tox: 30*; Wee1 degr inh: -3; eIF4E 4G PPI: 5; MDM2 E3 inh: 4; BaF3 parental: 2

How did CCc1noc(C)c1C(=O)Nc1nnc(C2CCCCC2)s1 do in these assays?
PERK inhibitor: 0.8; NPY2 pot ag: -8; S1P4 agonist: -0.5; S1P4 antag: 18; Ba/F3 V617F tox: 0; Wee1 degr inh: -2; eIF4E 4G PPI: 3; MDM2 E3 inh: -6; BaF3 parental: 7

What do the screens show for `COc1ccc(/C=C\c2nc(=O)c3ccccc3o2)cc1`?
PERK inhibitor: 0.4; NPY2 pot ag: 1; S1P4 agonist: 1.6; S1P4 antag: 11; Ba/F3 V617F tox: -1; Wee1 degr inh: 1; eIF4E 4G PPI: 7; MDM2 E3 inh: -13; BaF3 parental: 4

More results follow:
How did CN1CCN(Cc2ccc(Sc3ccc(Cl)cc3)c([N+](=O)[O-])c2)CC1 do in these assays?
PERK inhibitor: -1.0; NPY2 pot ag: 11; S1P4 agonist: -1.4; S1P4 antag: -7; Ba/F3 V617F tox: 2; Wee1 degr inh: 1; eIF4E 4G PPI: 3; MDM2 E3 inh: -21; BaF3 parental: 5

What do the screens show for `COc1ccc(S(=O)(=O)N(C)CC(=O)N2CCN(C)CC2)cc1C`?
PERK inhibitor: 0.8; NPY2 pot ag: 11; S1P4 agonist: 0.7; S1P4 antag: -15; Ba/F3 V617F tox: -3; Wee1 degr inh: -3; eIF4E 4G PPI: -17; MDM2 E3 inh: -10; BaF3 parental: 4

Results for C=CCNCCOCCOc1ccccc1-c1ccccc1 ?
PERK inhibitor: -0.9; NPY2 pot ag: -5; S1P4 agonist: 2.8; S1P4 antag: -9; Ba/F3 V617F tox: -1; Wee1 degr inh: -1; eIF4E 4G PPI: 2; MDM2 E3 inh: -1; BaF3 parental: 6

Results for CC1CCCCN1C(=O)CSc1ccc(-c2ccc(F)cc2)nn1 (centres undefined) ?
PERK inhibitor: -0.6; NPY2 pot ag: -12; S1P4 agonist: 2.2; S1P4 antag: -15; Ba/F3 V617F tox: 4; Wee1 degr inh: -1; eIF4E 4G PPI: 4[fluorescence artefact?]; MDM2 E3 inh: 6; BaF3 parental: 5

What do the screens show for `CCN(CC)S(=O)(=O)c1ccc(F)cc1`?
PERK inhibitor: 0.9; NPY2 pot ag: -5; S1P4 agonist: -0.7; S1P4 antag: 2; Ba/F3 V617F tox: -4; Wee1 degr inh: 3; eIF4E 4G PPI: -3; MDM2 E3 inh: -19; BaF3 parental: 2

Results for COc1ccc2c(c1)O[C@@H](c1cccc(C(F)(F)F)c1)[C@H](OC(=O)N[C@H]1CCCc3ccccc31)C2=O ?
PERK inhibitor: 0.4; NPY2 pot ag: -13; S1P4 agonist: 0.2; S1P4 antag: 4; Ba/F3 V617F tox: -7; Wee1 degr inh: 2; eIF4E 4G PPI: -1; BaF3 parental: 4

Results for Cc1occc1C(=O)N/N=C/C1=C(N2CCOCC2)C(=C\c2ccc(Cl)cc2Cl)/CC1 ?
PERK inhibitor: -0.3; NPY2 pot ag: 3; S1P4 agonist: -1.0; S1P4 antag: -2; Ba/F3 V617F tox: -5; Wee1 degr inh: 3; eIF4E 4G PPI: 4; MDM2 E3 inh: -9; BaF3 parental: 5

What do the screens show for `Cc1ccc(/C([O-])=C(/C(=S)NCc2ccccc2)[n+]2ccccc2)cc1[N+](=O)[O-]`?
PERK inhibitor: 1.2; NPY2 pot ag: -5; S1P4 agonist: 1.4; S1P4 antag: -8; Ba/F3 V617F tox: 1; Wee1 degr inh: 1; eIF4E 4G PPI: 0; MDM2 E3 inh: -7; BaF3 parental: 5

Results for S=C(c1ccc(-c2ccc(Br)cc2)o1)N1CCCCC1 ?
PERK inhibitor: -0.3; NPY2 pot ag: -2; S1P4 agonist: 1.6; S1P4 antag: -14; Ba/F3 V617F tox: -3; Wee1 degr inh: 3; eIF4E 4G PPI: -4; MDM2 E3 inh: -30; BaF3 parental: 3

Results for Cc1ccc([N+](=O)[O-])c(OCCn2cnc3ccccc32)c1 ?
PERK inhibitor: 0.4; NPY2 pot ag: 9; S1P4 agonist: -0.6; S1P4 antag: 6; Ba/F3 V617F tox: 0; Wee1 degr inh: 3; eIF4E 4G PPI: -5; MDM2 E3 inh: -19; BaF3 parental: 8

What do the screens show for `O=C(NCCCN1CCCC1=O)c1ccc2c(=O)n(Cc3ccco3)c(=S)[nH]c2c1`?
PERK inhibitor: 1.3; NPY2 pot ag: 4; S1P4 agonist: -0.6; S1P4 antag: -11; Ba/F3 V617F tox: -4; Wee1 degr inh: 0; eIF4E 4G PPI: -1; MDM2 E3 inh: -5; BaF3 parental: 3

How did O=C(Nc1ccccc1)Nc1ccc2ncoc2c1 do in these assays?
PERK inhibitor: 1.6; NPY2 pot ag: 14; S1P4 agonist: -1.2; S1P4 antag: 7; Ba/F3 V617F tox: -3; Wee1 degr inh: 2; eIF4E 4G PPI: -2; MDM2 E3 inh: -10; BaF3 parental: -3

How did O=C(N/N=C/C(Cl)=C\c1ccccc1)c1cccs1 do in these assays?
PERK inhibitor: -1.0; NPY2 pot ag: 1; S1P4 agonist: 0.0; S1P4 antag: -5; Ba/F3 V617F tox: -2; Wee1 degr inh: 2; eIF4E 4G PPI: 7; MDM2 E3 inh: -6; BaF3 parental: -3

How did COC(=O)C1=C(C(=O)OC)C2(OC1c1ccccc1C)C(=O)c1ccccc1C2=O (centres undefined) do in these assays?
PERK inhibitor: 0.2; NPY2 pot ag: -17; S1P4 agonist: 0.1; S1P4 antag: -26; Ba/F3 V617F tox: -3; Wee1 degr inh: -2; eIF4E 4G PPI: -2; MDM2 E3 inh: -5; BaF3 parental: 2

Results for CCOc1cc(NC(=S)NCC2CCCO2)c(OCC)cc1NC(=O)c1ccccc1C (centres undefined) ?
PERK inhibitor: -0.1; NPY2 pot ag: 1; S1P4 agonist: -0.1; S1P4 antag: -4; Ba/F3 V617F tox: -3; Wee1 degr inh: 2; eIF4E 4G PPI: -2; MDM2 E3 inh: -15; BaF3 parental: 5

Results for CS(=O)(=O)N1CCN(c2ccnc3cc(Cl)ccc23)CC1 ?
PERK inhibitor: -0.6; NPY2 pot ag: -2; S1P4 agonist: 0.0; S1P4 antag: -1; Ba/F3 V617F tox: 1; Wee1 degr inh: 1; eIF4E 4G PPI: 1; MDM2 E3 inh: -10; BaF3 parental: 8

Results for Cc1cc(NCCN2CCOCC2)c2ccc3ccccc3c2n1 ?
PERK inhibitor: 0.4; NPY2 pot ag: -18; S1P4 agonist: 0.6; S1P4 antag: -14; Ba/F3 V617F tox: -2; Wee1 degr inh: 2; eIF4E 4G PPI: -6; MDM2 E3 inh: -5; BaF3 parental: 4

Results for Cc1cc(C)c2nc(NC(=O)c3cccc(S(=O)(=O)N4CCc5ccccc54)c3)sc2c1 ?
PERK inhibitor: 0.4; NPY2 pot ag: 4; S1P4 agonist: 0.2; S1P4 antag: -33; Ba/F3 V617F tox: 0; Wee1 degr inh: 0; eIF4E 4G PPI: -1[fluorescence artefact?]; MDM2 E3 inh: 7; BaF3 parental: 3

How did CC(=O)NCCCc1nc2ccccc2n1Cc1ccc(C)cc1 do in these assays?
PERK inhibitor: -0.7; NPY2 pot ag: -4; S1P4 agonist: 0.7; S1P4 antag: 0; Ba/F3 V617F tox: 1; Wee1 degr inh: -2; eIF4E 4G PPI: 2; BaF3 parental: 3

Results for CCC(C(=O)Nc1ccccc1OC)n1c(C(=O)OC)cc2ccsc21 (centres undefined) ?
PERK inhibitor: -1.7; NPY2 pot ag: -8; S1P4 agonist: 0.0; S1P4 antag: 13; Ba/F3 V617F tox: -1; Wee1 degr inh: 4; eIF4E 4G PPI: -2[fluorescence artefact?]; MDM2 E3 inh: -17; BaF3 parental: 3

Assay outcomes from PubChem BioAssay.
